Source: PubChem BioAssay
TSHR antag: antagonists of human thyroid stimulating hormone receptor; 330,000 compounds, 0.2% hits; activity change, negative = inhibition, % at 11.5 µM; TSHR-expressing cells, TSH-stimulated cAMP HTRF, 2 h; hits give low values; P16473;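 active = activity change below a set negative limit, meaning inhibition stronger than a set level, cut at about -70% in these data; inconclusive = activity change between two set negative limits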; note: % is set by controls: 0 for no effect and ±100 for the full control effect
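Antagonism was scored as loss of TSH-driven cAMP in TSHR cells, stimulated with 4nM TSH (EC80) for 2 hours at 37 deg C and detected by homogeneous HTRF competition immunoassay.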
Eya2 phos inh: blocks the phosphatase activity of human Eya2; 330,000 compounds, 0.006% hits; Potency, µM (highest dose often 76.9 µM), for inactives: at the top dose activity, negative = inhibition, hits mostly inhibitors; recombinant Eya2, OMFP fluorescence dephosphorylation (OMFP is methylfluorescein phosphate); note: potency is the fitted concentration of half-maximal effect; % is set by controls: 0 for no effect and ±100 for the full control effect
Target sequence (O00167 whole entry, looked up): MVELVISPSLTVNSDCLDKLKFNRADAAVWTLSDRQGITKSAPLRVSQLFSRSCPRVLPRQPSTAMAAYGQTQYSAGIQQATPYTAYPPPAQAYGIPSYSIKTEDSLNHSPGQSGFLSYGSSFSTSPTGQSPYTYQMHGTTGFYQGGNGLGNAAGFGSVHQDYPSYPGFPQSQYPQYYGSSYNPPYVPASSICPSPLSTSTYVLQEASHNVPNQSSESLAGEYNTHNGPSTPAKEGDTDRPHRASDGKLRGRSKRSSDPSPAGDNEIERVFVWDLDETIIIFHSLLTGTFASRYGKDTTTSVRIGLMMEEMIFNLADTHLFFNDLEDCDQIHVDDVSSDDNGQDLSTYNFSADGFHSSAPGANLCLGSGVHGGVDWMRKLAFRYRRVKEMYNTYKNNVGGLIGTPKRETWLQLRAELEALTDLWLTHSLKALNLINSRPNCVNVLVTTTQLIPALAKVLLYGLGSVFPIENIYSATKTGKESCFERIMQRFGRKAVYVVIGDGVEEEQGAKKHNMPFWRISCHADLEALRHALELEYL
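Eya2 (0.2 uM) preincubated 10 min at ambient with compound, then OMFP substrate added at 50 uM; 10 min reaction in 50 mM HEPES pH 7.5, 50 mM NaCl, 5 uM MgCl2, 0.05% BSA, 1 mM DTT. Fluorescence read at Ex 485/Em 525 nm.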
Mito fusion act: inhibitors of mitochondrial division or activators of mitochondrial fusion | Potency, µM (highest dose often 46.1 µM), inactives show top-dose growth rescue (activation), actives largely listed as activators | 320,000 compounds, 0.23% hits | AID 485298 | S. cerevisiae fusion-defective mutant growth rescue, CellTiterGlo 48 h;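 note: potency is the fitted concentration of half-maximal effect; % of control where 0% means no effect; nearly all actives have a fitted effect of over 45% in size; temperature-sensitive fusion mutants such as fzo1-1 at 37 °C on non-fermentable ethanol glycerol medium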
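Temperature-sensitive fusion-defective S. cerevisiae (e.g. fzo1-1, mgm1-5) were grown with compound in YPEG medium (3% ethanol, 3% glycerol) for 48 hours at 37C. Growth rescue was measured as viability by CellTiterGlo luminescence after 10 minutes at ambient.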
BCR signal inh: blocks chronic active B-cell receptor signaling; ABC-DLBCL IkBa-CBG/CBR reporter, luminescence ratio, 4 h; Potency, µM (titrated, usually from 46.1 µM), without a hit: at the top dose ratio change, negative = lower green/red ratio, usual class: inhibitors; 340,000 compounds, 0.05% hits; AID 493014; active = well fitted inhibition curve with a large enough effect in the signal ratio, with a control signal flat, not every such curve was filed as active; inconclusive = small, poorly fitted or top-dose-only effect, or effect the other way, or a change in a side signal; the % refers to the signal ratio;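 note: potency is the fitted concentration of half-maximal effect; plate controls were basal doxycycline-induced cells for no effect and cells given 10 µM MG132 for full effect; MG132 reads +100%, hits lower the ratio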
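Doxycycline induced both beetle luciferases in TMD8 lymphoma cells; IKK-driven degradation limits the IkappaBalpha-fused green signal, while red luminescence normalises for cell number and nonspecific effects. Compounds tested up to 46 uM, 4 hrs.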
Tb PFK block: blocks T. brucei phosphofructokinase; O15648; AID 485367; Potency, µM (top dose mostly 57.5 µM), for the others: top-dose activity, negative = inhibition, most hits filed as inhibitors; T. brucei PFK, ADP-Glo luminescence; 330,000 compounds, 0.17% hits;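 note: potency is the fitted concentration of half-maximal effect; 0% = uninhibited 1x PFK enzyme wells and -100% = no-enzyme wells; nearly all actives have a fitted effect of over 60% in size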
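Luminescent ADP detection (ADP-Glo, two-step: ATP depletion then ADP-to-ATP conversion for luciferase) reported PFK activity after 45 min room-temperature reaction of 1.25 nM enzyme with 0.5 mM F6P and 0.1 mM ATP at pH 8.0.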
ELG1 repair inh: inhibitors of ELG1-dependent DNA repair in HEK293T cells | HEK293T ELG1-luciferase reporter, luminescence, 16 h; DNA damage induced by 5-fluorouridine | Potency, µM (titrated, usually from 46.1 µM), for the others: at the highest dose activity change, negative = inhibition, most hits filed as inhibitors | 330,000 compounds, 2.3% hits | AID 504467; note: potency is the fitted concentration of half-maximal effect; % is set by controls: 0 for no effect and ±100 for the full control effect; nearly all actives have a fitted effect of over 55% in size
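Quantitative HTS, concentration-response format. 2,000 cells/well co-treated with 5-fluorouridine and compound, 16 hr in 5% CO2 at 37 °C; ONE-Glo luminescence read after 30 min.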
USP2a block: inhibitors of human ubiquitin-specific protease USP2a | O75604 | USP2 core, Ub-CHOP2 coupled fluorogenic reporter, 485/531 | Potency, µM (series often up to 38.3 µM), for inactives: at the highest dose activity change, negative = inhibition, actives largely listed as inhibitors | 330,000 compounds, 0.01% hits | AID 463254;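 note: potency is the fitted concentration of half-maximal effect; plate controls were DMSO wells for no effect and full inhibition by NEM control for full effect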
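Deubiquitinase activity read as fluorescence (485/531 nm) after Ub-CHOP2 cleavage activates the enterokinase reporter on its substrate; USP2 core 10nM, Ub-CHOP2 and substrate 25nM each, 30min compound preincubation then 60min RT; data normalized to NEM, curves fitted.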
uPA surface inh: inhibitors of cell surface uPA generation | 330,000 compounds, 0.31% hits | Potency, µM (titrated, usually from 38.3 µM), without a hit: top-dose activity change, negative = inhibition, hits mostly inhibitors | AID 540303 | cell surface uPA generation assay, qHTS; active = well fitted inhibition curve with a large enough effect; inconclusive = small, poorly fitted or top-dose-only effect; inactive = no such curve, though single readings can be large or run the other way; tested in mouse RAW 264.7 cells; note: potency is the fitted concentration of half-maximal effect; % is set by controls: 0 for no effect and ±100 for the full control effect; nearly all actives have a fitted effect of over 55% in size
B2AR arrestin: recruits beta-arrestin to the human beta2-adrenergic receptor. beta-arrestin recruitment to beta2AR, cell-based reporter. Potency, µM (highest dose often 46.1 µM), for inactives: top-dose activation, usual class: activators. 330,000 compounds, 0.02% hits;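 note: potency is the fitted concentration of half-maximal effect; 0% = DMSO controls and full agonism = EC100 isoproterenol or metaproterenol; nearly all actives have a fitted effect of over 65% in size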
Target sequence (P07550 whole entry, looked up): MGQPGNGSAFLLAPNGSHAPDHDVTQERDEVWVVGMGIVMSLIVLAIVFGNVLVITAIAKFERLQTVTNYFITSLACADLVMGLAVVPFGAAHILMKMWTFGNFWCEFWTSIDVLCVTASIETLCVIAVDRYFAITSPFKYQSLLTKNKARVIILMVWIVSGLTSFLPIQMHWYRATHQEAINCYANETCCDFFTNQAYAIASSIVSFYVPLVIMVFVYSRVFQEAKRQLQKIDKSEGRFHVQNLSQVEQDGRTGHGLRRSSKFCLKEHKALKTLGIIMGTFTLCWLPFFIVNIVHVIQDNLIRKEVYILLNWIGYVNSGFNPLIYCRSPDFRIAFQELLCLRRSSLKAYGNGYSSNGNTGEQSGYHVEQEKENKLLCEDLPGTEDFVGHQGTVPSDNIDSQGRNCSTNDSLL
TCR activator: activators of T cell receptors. primary human leukocytes, anti-CD3, IL-2 HTRF, 48 h. AID 504894. Potency, µM (highest dose often 9.22 µM), for the others: at the top dose activation of IL-2 secretion, most hits filed as activators. 330,000 tested, under 10 active; note: % of control where 0% means no effect
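1) Mix primary human leukocytes, a-CD3 beads and compound. 2) Incubate 48 hr. 3) Add HTRF IL-2 reagents (a-IL-2-K, a-IL-2-d2).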
TSG101-PTAP inh: blocks PTAP/TSG101 interaction to inhibit HIV-1 budding; Potency, µM (top dose mostly 115 µM), for the others: top-dose activity change, negative = inhibition, usual class: inhibitors; 340,000 tested, under 10 active; Fluorescence polarization, FITC-PTAP peptide / Tsg101 binding; active = well fitted inhibition curve with a large enough effect in the main read-out, with a control signal flat, not every such curve was filed as active; inconclusive = small, poorly fitted or top-dose-only effect, or effect the other way, or a change in a side signal; inactive = no such curve, though single readings can be large or run the other way; note: potency is the fitted concentration of half-maximal effect; % of control where 0% means no effect
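Fluorescence anisotropy tracks displacement of a FITC-tagged PTAP peptide (50 nM) from the Tsg101 binding domain (10 uM), following a 20 min room-temperature incubation at pH 7.5.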
Active calls of the source: *; u = inconclusive; x = no result given; [ ] = another dose, or the depositor's remark. Unless noted, calls come from the whole dose curve; as a rule, active = well fitted curve in the direction sought with a large enough effect; inconclusive = small, poorly fitted or top-dose-only effect, or another doubt; inactive = no such curve, though single readings can be large; an effect the other way counts as inactive or inconclusive. Rows are unselected; 3% or so of the library scored in one or more.

SMILES	TSHR antag	Eya2 phos inh	Mito fusion act	BCR signal inh	Tb PFK block	ELG1 repair inh	USP2a block	uPA surface inh	B2AR arrestin	TCR activator	TSG101-PTAP inh
CN(Cc1ccccc1OCCO)CC1CCCN(CCc2ccc(Cl)cc2)C1 (configuration not stated)	0	1%	-5%	-18%	1%	-21%	-1%	-8%	0.0%	x	-5%
CCc1ccc(NC(=S)NC2CC3CCCC(C2)N3Cc2ccccc2)cc1 (configuration not stated)	19	1%	15%	u	-22%	8%	-8%	-17%	2.8%	-11%	-2%
O=C(COCc1nc2ccccc2c(=O)[nH]1)NCC1CCCCC1	30	7%	0%	11%	-1%	15%	-1%	5%	-0.1%	-3%[46.1 µM]	-7%
Cc1cccc(-c2nc(CN3CCN(Cc4cccc(F)c4)CC3)c(C)o2)c1	2	6%	-19%	-4%	-2%	-19%	-3%	1%	-1.0%	5%	-3%
O=C(CCN1CCCC1)Nc1ccc(Br)cc1	8	-11%	-3%	14%	-1%	13%	3%	4%	-0.3%	-9%[46.1 µM]	-2%
Cc1cc(=O)[nH]c(SCC(=O)Nc2cc(S(=O)(=O)N(C)C)ccc2Cl)n1	-2	14%	3%	4%	-3%	-3%	-15%	-6%	-1.1%	-7%	-2%
CCOc1cccc2cc(C(=O)N3CCN(C/C=C/c4ccccc4)CC3)c(=O)oc12	6	0%	4%	1%	-8%	u	2%	x	-0.1%	-4%[46.1 µM]	-8%
Nc1ccc(-c2n[nH]c(=O)c3ccccc23)cc1N	-5	-8%	-2%	2%	-3%	-4%	-1%	3%	0.0%	5%	-8%
COc1cccc(NC(=O)C2CCN(S(=O)(=O)c3ccc4c(c3)CC(C)N4C(C)=O)CC2)c1 (configuration not stated)	-3	1%	-4%	13%	1%	-30%	-1%	-5%	0.5%	5%	-1%
O=S(=O)(c1ccc(Cl)c(NC(=S)Nc2ccccc2N2CCOCC2)c1)N1CCOCC1	-3	9%	0%	-2%	-3%	-9%	1%	-1%	-0.9%	3%[46.1 µM]	3%
O=C(NC1CCSC1=O)C1CCCCC1 (configuration not stated)	19	-5%	0%	0%	-5%	4%	-1%	1%	-0.6%	-1%	1%
CC(=O)NCCn1c(SCC(=O)NCc2ccco2)nc2ccccc2c1=O	7	4%	-24%	-14%	-1%	13%	3%	x	-3.6%	2%	-2%
Nc1nnnn1/N=C/c1ccccc1OCc1ccc(Cl)cc1Cl	-4	9%	2%	9%	2%	28%	3%	x	0.5%	0%	-4%
Cc1cc(OCCCCNC(C)C)cc(C(C)C)c1	3	6%	-5%	u	-7%	2%	3%	0%	-1.2%	3%[46.1 µM]	0%
CCOC(=O)C1CCCN(C(=O)C2CCN(C(=O)Nc3ccccc3)CC2)C1 (configuration not stated)	-3	-1%	-3%	-6%	-1%	u	3%	0%	-0.1%	-3%	-1%
CCOC(=O)N1CCC(NC(=O)CS(=O)(=O)Cc2nc(-c3cccc(OC)c3)oc2C)CC1	-11	-19%	-1%	u	-2%	u	2%	x	-0.6%	-1%	-4%
O=C(NCCc1ccccc1)C1CCN(S(=O)(=O)c2ccc(-c3nn[nH]n3)cc2)CC1	3	4%	0%	-6%	13%	-1%	3%	0%	0.1%	6%	-11%
CCc1c(C)sc(NC(=O)Cn2nc(C(F)(F)F)c3c2CCCC3)c1C#N	-14	-2%	-7%	-3%	-21%	1%	-1%	5%	0.0%	0%	1%
O=C1NC(=S)N/C1=C/c1cc([N+](=O)[O-])ccc1N1CCOCC1	42	-1%	2%	u	5%	8%	0%	-8%	-0.1%	3%	-2%
Cc1ccc(OCCC(=O)OCC(=O)Nc2cc(S(=O)(=O)N(C)C)ccc2C)cc1	-4	-4%	-1%	u	1%	6%	0%	-5%	-1.0%	-1%	1%
Cc1ccc(S(=O)(=O)NCC(=O)OCC(=O)c2cc(C)n(-c3ccccc3)c2C)cc1	2	-8%	8%	2%	-1%	u	1%	2%	3.3%	2%[46.1 µM]	1%
CC12CCC(=O)N1C(C(=O)NNC(=O)c1ccccc1)CS2 (configuration not stated)	16	-15%	3%	1%	-2%	u	2%	10%	-0.1%	3%	0%
O=C(CN(C(=O)CNC(=O)c1ccco1)c1ccc(F)cc1)NC1CCCCC1	-10	u	-3%	u	0%	-2%	0%	-6%	0.0%	-6%	-1%
COc1cc(NC(=O)c2cccs2)c(C(=O)OCC(=O)c2cc(C)n(-c3ccccc3)c2C)cc1OC	14	2%	9%	5%	9%	u	0%	4%	-1.5%	-1%[46.1 µM]	1%
Cc1cc(C)nc(NS(=O)(=O)c2ccc(NC(=O)CN3C(=O)C4CC=CCC4C3=O)cc2)n1 (configuration not stated)	-7	13%	-1%	1%	-1%	u	3%	4%	-0.1%	-7%	-1%
CC(C)(C)C(=O)NNC(=O)CCCOc1ccc(Cl)cc1Cl	1	-3%	-1%	-5%	2%	-3%	2%	-2%	-1.1%	0%	-2%
COc1cccc(NC(=O)CN2C(=O)NC3(CCCC3)C2=O)c1	-2	3%	10%	5%	1%	14%	1%	-1%	-0.8%	0%	-3%
O=C(N/C(=C/c1ccc(F)cc1)C(=O)N1CCCC1)c1ccccc1	9	-5%	3%	0%	1%	8%	0%	1%	0.0%	-11%	-2%
O=C(COC(=O)/C=C/c1ccc(F)cc1)Nc1ccc(S(=O)(=O)N2CCOCC2)cc1	2	-24%	x	3%	0%	-5%	-1%	4%	0.0%	-3%	-14%
O=[N+]([O-])c1cccnc1N1CCC(c2cc(-c3cccc(C(F)(F)F)c3)n[nH]2)CC1	-1	-31%	9%	21%	-2%	0%	1%	1%	-0.1%	-3%	-12%
O=C(CN1c2ccccc2Sc2ccccc21)N/N=C/c1ccc(Cl)cc1Cl	0	-7%	10%	-4%	4%	-15%	0%	10%	-0.1%	4%	1%
Cc1ccc(C(=O)N2CCN(Cc3ccccc3)CC2)o1	-1	-5%	0%	3%	-3%	14%	0%	-3%	-0.2%	-1%	1%
CC(C)OCCCNc1ncc2c(n1)CC(c1ccccc1)CC2=O (configuration not stated)	8	-5%	16%	u	-14%	8%	-1%	0%	-0.1%	-4%	1%
Cc1c(Cl)cccc1NC(=O)CSCc1cc(=O)[nH][nH]1	-9	13%	-1%	1%	0%	21%	4%	3%	-0.1%	-3%	-4%
CCN(C(=S)NCc1ccccc1)c1cccc2ccccc12	-2	u	-8%	4%	1%	-17%	2%	-2%	0.0%	-4%	-3%
CC(C)OC(=O)c1sc2nc(-c3ccccc3)ccc2c1N	-17	-3%	3%	13%	0%	u	2%	x	-1.0%	6%	1%
CS(=O)(=O)N(C(=O)NC(=O)NC1CCS(=O)(=O)C1)C1CCCCC1 (configuration not stated)	1	-1%	2%	u	6%	1%	-1%	-2%	0.4%	x	-7%
COc1cccc(/C=N/Nc2cc(N3CCOCC3)ncn2)c1O	18	0%	0%	u	1%	12µM*	-1%	-13%	0.0%	15%	-2%
O=C(NCCC1=CCCCC1)C1COc2ccccc2O1 (configuration not stated)	-4	18%	11%	u	-6%	u	-1%	-6%	-0.3%	-6%	2%
COCCN1C(=O)N(C)[C@@H](c2ccccc2)C(C(C)=O)=C1C	-4	-13%	2%	-1%	-1%	u	6%	6%	0.0%	-1%	0%
CC(C)(C)OC(=O)C[C@@H]1C/C=C\C[C@@H](CC(=O)N(CCO)Cc2ccccc2)C(=O)N2CCC[C@@H]2COC1=O	-9	10%	x	4%	2%	-1%	4%	2%	-0.3%	9%	-3%
Oc1ccc(Oc2ncc(Cl)cc2Cl)cc1	36	-15%	10%	u	11%	9%	-2%	-10%	-0.4%	1%	-2%
COc1ccc(/C=C/C(=O)Nc2ccc3c(c2)CCC3)cc1OC	-5	1%	-22%	6%	-1%	-19%	0%	-2%	-0.5%	4%[46.1 µM]	0%
CCOc1ccc(Nc2nc(N)nc(CN(C)C3CCCCC3)n2)cc1	7	-2%	-13%	u	-1%	0%	2%	-1%	0.5%	-3%	1%
